High-throughput results from PubChem.
HT1080NT lethal: kills 2HG-producing HT-1080-NT fibrosarcoma cells; HT-1080-NT fibrosarcoma viability, CellTiter-Glo ATP luminescence, 48 h; Potency, µM (titrated, usually from 46.1 µM), inactives show top-dose activity, negative = less viability, most hits filed as cytotoxic; 360,000 tested, 1.6% active; AID 686970;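 note: NT is the 2HG producing partner of a matched IDH1 knockdown line; potency is the fitted concentration of half-maximal effect; 0% = DMSO-treated cells and -100% = media-only wells without cells; nearly all actives have a fitted effect of over 55% in size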
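Read-out is CellTiter-Glo luminescence after 10 minutes at room temperature, following 48 hours' compound treatment of HT-1080-NT cells (750 cells/well, RPMI, 5% FBS, 37 degrees C).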
KB-3-1 cytotox: kills parental KB-3-1 adenocarcinoma cells. AID 1347075. Potency, µM (top dose mostly 46.1 µM), without a hit: at the top dose activity change, negative = cytotoxic, actives largely listed as cytotoxic. KB-3-1 viability, CellTiter-Glo ATP luminescence, 72 h. 400,000 tested, 1.4% active; note: potency is the fitted concentration of half-maximal effect; % is set by controls: 0 for no effect and ±100 for the full control effect; nearly all actives have a fitted effect of over 60% in size
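Using CellTiter-Glo luminescence, growth of non-resistant KB-3-1 adenocarcinoma cells is assessed 72 h after pin-tool compound addition at 37 °C. Normalized responses across the concentration series yield fitted curves.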
IL1B secr inh: blocks inflammasome-driven IL-1 beta release. THP-1 LPS/ATP IL-1B secretion, AlphaLISA, 16 h; active compounds read low. activity change, % at 57.5 µM. 360,000 tested, 4.7% active; in the data active = activity change below about -50%; inconclusive = mostly about -30% to -49%; note: % is set by controls: 0 for no effect and ±100 for the full control effect
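Secreted IL-1B measured by AlphaLISA bead assay after 16 h compound exposure of THP-1 cells; compounds (final up to 57.5 uM) added 1 h before LPS (250 ng/mL) and ATP (1.25 mM) stimulation; lower signal means less secretion.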
MCF10A rerep: DNA re-replication induction in MCF 10a cells; MCF 10A DNA re-replication, Hoechst nuclear intensity, 48 h; Potency, µM (highest dose often 46.1 µM), for inactives: top-dose activity, positive = re-replication, most hits filed as activators; 350,000 tested, 2.9% active; note: potency is the fitted concentration of half-maximal effect; % of control where 0% means no effect; nearly all actives have a fitted effect of over 50% in size
HT1080 IDH1KD tx: kills HT-1080 cells with IDH1 knockdown | 360,000 tested, 2% active | Potency, µM (series often up to 46.1 µM), without a hit: at the highest dose activity, negative = toxicity, hits mostly cytotoxic | HT-1080 IDH1 knockdown viability, ATP luminescence, 48 h | AID 686971;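 note: potency is the fitted concentration of half-maximal effect; 0% = DMSO wells and -100% = cell-free medium wells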
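% activity derives from luminescence (CellTiter-Glo), normalised to DMSO and no-cell wells. HT-1080-IDH1KD cells, 750/well, had 48 h compound exposure at 37 °C.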
HEK293 tox: cytotoxic in the GLP-1 receptor inverse agonist counter-screen; HEK293 cAMP-luciferase reporter cells, luminescence, 24 h; Potency, µM (titrated, usually from 38.3 µM), for inactives: at the highest dose activity change, negative = inhibition, usual class: inhibitors; 410,000 tested, 0.13% active;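 note: loss of luciferase light is scored as toxicity; potency is the fitted concentration of half-maximal effect; % is set by controls: 0 for no effect and ±100 for the full control effect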
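Step one: seed cells (200 cells/uL, DMEM with 10% Nu serum, 1% pen-strep). Step two: 12-hour incubation at 37 deg C. Step three: pin 23 nL compound, incubate 24 hr. Step four: add luciferase reagent, read luminescence 12 min later.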
SW480 rerep: induces DNA re-replication in SW480 colon adenocarcinoma cells | 340,000 tested, 1.8% active | SW480 DNA re-replication, Hoechst DNA content imaging, 48 h | AID 624297 | Potency, µM (series often up to 46.1 µM), without a hit: at the top dose re-replication activation, most hits filed as activators; note: potency is the fitted concentration of half-maximal effect; % of control where 0% means no effect; nearly all actives have a fitted effect of over 55% in size
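DNA re-replication was detected as more nuclei of elevated Hoechst intensity after 48 hr exposure to compound (23 nL pinned per well of 250 cells).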
KB-V1 cytotox: kills drug-selected multidrug resistant KB-V1 cells. KB-V1 MDR cells viability, CellTiter-Glo, 72 h. Potency, µM (doses to about 46.1 µM), without a hit: at the highest dose activity change, negative = cytotoxicity, most hits filed as cytotoxic. 400,000 tested, 3.4% active; note: potency is the fitted concentration of half-maximal effect; % is set by controls: 0 for no effect and ±100 for the full control effect; nearly all actives have a fitted effect of over 60% in size
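Following 72 h at 37 degrees C with compound, KB-V1 cell viability was read by CellTiter-Glo luminescence, medium being phenol-red-free DMEM plus 10% FBS; concentration-response parameters came from normalized, curve-fitted qHTS data.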
DRD3 agonist: activates the human D3 dopamine receptor. D3R DiscoveRx beta-arrestin cells, luminescence, 90 min. max activation, %. 410,000 tested, 0.58% active. P35462. AID 652048; in the data active = max activation above about 30%; note: 0% is about no effect; mostly tested at two doses, the higher about 12 µM
Target sequence (P35462 whole entry, looked up): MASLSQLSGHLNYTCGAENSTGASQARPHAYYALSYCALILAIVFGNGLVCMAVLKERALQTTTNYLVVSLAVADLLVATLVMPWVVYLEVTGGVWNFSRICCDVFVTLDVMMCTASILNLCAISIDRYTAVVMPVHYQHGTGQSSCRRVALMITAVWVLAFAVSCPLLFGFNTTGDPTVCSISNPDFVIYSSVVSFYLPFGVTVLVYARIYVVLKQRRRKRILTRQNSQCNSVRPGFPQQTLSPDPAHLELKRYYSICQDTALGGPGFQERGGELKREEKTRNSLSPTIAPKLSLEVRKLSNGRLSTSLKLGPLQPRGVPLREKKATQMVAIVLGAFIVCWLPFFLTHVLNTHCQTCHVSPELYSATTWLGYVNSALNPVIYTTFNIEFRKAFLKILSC
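Cells at 1500/well, incubated overnight, then treated with pinned compounds (dopamine as control) for 90 min at 37 degrees C. DiscoveRx reagent added for 30 - 60 minutes at room temperature; luminescence read.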
The depositor's hits bear a star; ? = inconclusive; . = no result given; & = joins results of further samples; [ ] = remark or other dose. Unless noted, calls come from the whole dose curve; as a rule, active = well fitted curve in the direction sought with a large enough effect; inconclusive = small, poorly fitted or top-dose-only effect, or another doubt; inactive = no such curve, though single readings can be large; an effect the other way counts as inactive or inconclusive. Compounds were not picked by outcome. Share with any hit: about 11%.

Results follow in this order: HT1080NT lethal	KB-3-1 cytotox	IL1B secr inh	MCF10A rerep	HT1080 IDH1KD tx	HEK293 tox	SW480 rerep	KB-V1 cytotox	DRD3 agonist
c1ccc(-c2nnc3sc(-c4csc5c4CCCC5)nn23)cc1
    -5%	10%	-17	?	-5%	-5%	?	?	7
Cc1ccc(S(=O)(=O)N(C)c2ccc(OCC(=O)NCC3(N(C)C)CCCCC3)cc2)cc1
    0%	-9%	12	?	0%	0%	-4%	?	-16
Cc1nc(N)sc1C(=O)N1N=N1
    20%	0%	.	21%	16%	1%	?	-2%	11
O=C(CN1CCOCC1)NCc1ccccc1
    7%	-1%	0	2%	-13%	1%	-3%	-13%	-14
O=C(CSc1cccc(C(F)(F)F)c1)NC(=O)NCc1ccco1
    0%	4%	-2	1%	-3%	-2%	0%	7%	2
Cc1cccc(N2CC(C(=O)Nc3nccs3)CC2=O)c1C (stereo not given)
    14%	0%	7	-7%	13%	10%	-6%	10%	2
COc1cc2c(cc1NC(=O)CCC(=O)O)oc1ccccc12
    8%	-6%	14	4%	8%	-17%	-4%	1%	-3
c1cnc2ccc(C(c3nnnn3C3CCCC3)N3CCSCC3)cc2c1 (stereo not given)
    -7%	4%	-2	1%	0%	-15%	-1%	-12%	-1
O=c1[nH]c(/C=C/c2ccccc2F)nc2ccccc12
    ?	4.6µM*	34	8.2µM*	5.8µM*	-19%	3.7µM*	2.6µM*	-1
CC(C)N1CCN(c2ccc(OC[C@H]3CO[C@](Cn4cncn4)(c4ccc(Cl)cc4Cl)O3)cc2)CC1
    ?	?	-24	?	?	11%	?	?	-53&-7
COc1cc2[nH]c(=O)n(CCCC(=O)NCc3ccccc3Cl)c(=O)c2cc1OC
    .	2%	.	.	.	4%	.	?	-16
CCOc1cc(C(=O)Nc2ccc(-c3nc4ncccc4o3)cc2C)cc(OCC)c1OCC
    .	3%	.	.	.	-3%	.	-7%	-7
CC(=O)Oc1ccc(/C=N/NC(=O)c2ccc(N(C)S(=O)(=O)c3ccccc3)cc2)cc1
    -25%	-6%	3	?	-12%	-10%	-4%	?	0
CN(C(=O)COC(=O)c1cc(S(=O)(=O)N2CCOCC2)ccc1F)C1CCS(=O)(=O)C1 (stereo not given)
    -3%	0%	9	15%	-4%	-3%	-6%	1%	11
O=C(COC(=O)Cn1nnc2ccccc21)Nc1ccccc1Br
    19%	2%	16	-2%	15%	-3%	-4%	0%	5
O=C(C1=NNC2C(=O)N(c3ccccc3)C(=O)C12)c1nc(Cl)ccc1Cl (stereo not given)
    21%	3%	4	-8%	3%	3%	6%	28%	-16
Cc1ccc(C(=O)c2c[nH]cc2-c2ccccc2)cc1
    -1%	?	-2	5%	3%	-19%	-2%	8%	7
CC(c1ccccc1C(=O)O)c1cc(F)cc2ccccc12 (stereo not given)
    -19%	-2%	31	?	-20%	-10%	?	-8%	-17
Brc1cccc(OCCCN2CCCCCC2)c1
    -18%	-1%	-11	10%	-19%	-24%	0%	-24%	-17
Cc1ccc(C)c(N2CCN(C(=O)CCC(=O)Nc3nnc(C(F)(F)F)s3)CC2)c1
    -18%	-1%	43	?	-12%	-10%	-5%	-30%	-11
O=C(NCCNc1ccc([N+](=O)[O-])cc1C(F)(F)F)c1ccccc1F
    ?	-2%	?	-11%	-24%	9%	-4%	-5%	4
CCCCN(C)S(=O)(=O)c1ccc(C(=O)Nc2nnc(CSC)o2)cc1
    ?	?	26	-6%	?	-6%	?	?	-2
COc1cc(C2c3c([nH]c(=O)[nH]c3=O)Nc3ccc4ccccc4c32)cc(OC)c1OC (stereo not given)
    ?	0%	-92*	25%	-26%	-3%	-29%	1%	-1
Cc1ccccc1OCCC(=O)OCC(=O)Nc1ccc(C(N)=O)cc1
    -7%	-4%	11	0%	14%	1%	-7%	-3%	-4
COC(=O)c1sccc1-n1cccc1C(=O)NCc1ccccc1
    11%	-7%	1	-7%	7%	14%	-4%	4%	-2
c1ccc2c(c1)oc1c(Nc3ccc(CN4CCOCC4)cc3)ncnc12
    ?	?	?	16µM*	?	?	9%	18µM*	19
CCOc1c2ccc(C(=O)NCC34CC5CC(CC(C5)C3)C4)cc2nn1CC
    1%	-11%	?	-29%	1%	-2%	19%[9.22 µM]	-24%	-21
COc1ccc(CN2CCC[C@]3(N[C@H](c4ccccc4)[C@@H]4C(=O)N(C)C(=O)[C@@H]43)C2=O)cc1
    8%	12%	-3	.	15%	0%	.	19%	-4
COc1ccc(CNCCCSc2ncccn2)cc1OC
    -3%	4%	-8	2%	-5%	3%	0%	-4%	-9
CC(=O)N1CCN(C(=O)CCc2nc3ccccc3c(=O)[nH]2)CC1
    -2%	-9%	9	-3%	9%	6%	-14%	24%	8

Another view of part of the listing above:
mol,HT1080NT lethal,KB-3-1 cytotox,IL1B secr inh,MCF10A rerep,HT1080 IDH1KD tx,HEK293 tox,SW480 rerep,KB-V1 cytotox,DRD3 agonist
COc1cc2c(cc1NC(=O)CCC(=O)O)oc1ccccc12,8%,-6%,14,4%,8%,-17%,-4%,1%,-3
c1cnc2ccc(C(c3nnnn3C3CCCC3)N3CCSCC3)cc2c1 (stereo not given),-7%,4%,-2,1%,0%,-15%,-1%,-12%,-1

A few values from the results shown:
HT1080NT lethal, O=C(CN1CCOCC1)NCc1ccccc1 : 7%
IL1B secr inh, O=C(CSc1cccc(C(F)(F)F)c1)NC(=O)NCc1ccco1 : -2
HT1080NT lethal, c1cnc2ccc(C(c3nnnn3C3CCCC3)N3CCSCC3)cc2c1 (stereo not given) : -7%

Next section:
Results follow in this order: HT1080NT lethal	KB-3-1 cytotox	IL1B secr inh	MCF10A rerep	HT1080 IDH1KD tx	HEK293 tox	SW480 rerep	KB-V1 cytotox	DRD3 agonist
O=[N+]([O-])c1ccc(Cl)c2cccnc12
    0%	?	-22	-2%	-14%	?	17%	?	-7
Cc1cccc(NC(=O)CSc2ncc(-c3ccc(Br)cc3)[nH]2)c1
    .	-16%	.	.	.	-15%	.	-13%	-9
O=C(Nc1cccc(Br)c1)c1ccn[nH]1
    9%	11µM*	-13	4%	-1%	-12%	-10%	?	-3
CSCCC(NC(=O)COc1ccccc1)C(=O)N(C)Cc1ccc(F)cc1 (stereo not given)
    6%	2%	-18	4%	15%	4%	8%	7%	-1
CCc1ccc2occ(CC(=O)Nc3c(C(=O)c4ccc(F)cc4)oc4ccccc34)c2c1
    .	-3%	.	.	.	-13%	.	9%	5
C/C(CC(=O)Nc1ccc(Cl)cc1)=N\NC(=O)C(=O)NCCO
    0%	-13%	11	-1%	-2%	9%	-1%	-5%	-1
C=CCN(c1ccccc1OC)S(=O)(=O)c1cccc(C(=O)NCC(c2ccc(OC)cc2)N2CCCC2)c1 (stereo not given)
    -10%	?	?	15%	-13%	?	?	?	-19
Cc1ccc(CN2C(=O)CSC2c2ccccc2F)cc1 (stereo not given)
    1%	2%	41	-7%	-9%	18%	-2%	-2%	-7
O=C(CSc1nc(-c2ccccc2)cc(=O)[nH]1)N1CCc2ccccc21
    -15%	-14%	9	?	?	2%	16%	?	1
COc1ccc(CCn2ccc(O)c(Cc3ccc(Cl)cc3)c2=O)cc1OC
    -15%	-15%	?	0%	-8%	2%	23%	-8%	3
Cc1occc1C(=O)Nc1nnc(-c2cccs2)s1
    9%	14%	-18	?	?	2%	-1%	20%	2
O=C(CCn1c(=S)[nH]c2ccccc2c1=O)NCCc1ccccc1
    -27%	8%	21	3%	-10%	?	?	-16%	-9
CC(=O)N1Cc2cc(N)ccc2Oc2ccccc21
    -1%	17%	17	-3%	4%	-3%	-1%	2%	7
Cc1cc(NC(=O)c2ccccc2Cl)n(C(C)(C)C)n1
    17%	14%	16	0%	18%	-6%	-17%	0%	-28
C=CCNC(=O)c1cnn(-c2ccccc2)c1-c1ccccc1
    28%	15%	-22	10%	18%	-1%	7%	4%	-4
COc1ccc(C(=O)NNC(=S)NC(=O)c2ccc(Cl)cc2)cc1
    ?	?	68	8%	?	-25%	?	-10%	23
CC1CCN(C(=S)NC(=O)c2ccccc2)CC1
    1%	22%	6	-2%	-2%[9.24 µM]	?	-4%	-10%	6
COc1cc(C)c(C(C)C)cc1S(=O)(=O)n1cnc(C)c1
    ?	5.2µM*	54	?	9.2µM*	-16%	5.2µM*	?	-1
C[C@@H](NC(=O)[C@@H]1Cc2ccccc2CN1)C(=O)Nc1ccc2c(c1)OCO2
    -11%	0%	-3	-5%	-9%	-14%	1%	-17%	5
CC(=O)N(c1ccc(C(F)(F)F)cc1)S(=O)(=O)c1ccc(N2C(=O)CCC2=O)cc1
    -6%	-4%	17	0%	-3%	-7%	4%	?	-9
CCCc1ccc(C(=O)COC(=O)CN2C(=O)NC3(CCCCC3C)C2=O)cc1 (stereo not given)
    -3%	17%	-4	25%	-1%	9%	8%	-15%	-4
COc1ccc(CCNC(=O)CN(c2ccc(OC)c(OC)c2)S(C)(=O)=O)cc1OC
    6%	8%	0	-3%	9%	-9%	-7%	10%	-1
CC(=O)c1cccc(OCC(=O)Nc2ccccc2N2CCOCC2)c1
    0%	1%	?	6%	-1%	-1%	-4%	?	2
COc1cccc(/C=C/c2ccc3cccc(O)c3n2)c1
    -24%	?	?	9%	?	?	?	?	-21
